From PubChem
RORg inh: inhibitors of mouse ROR gamma transcriptional activity | AID 2551 | P51450 | Potency, µM (highest dose often 53.6 µM), for the others: at the top dose activity change, negative = inhibition, most hits filed as inhibitors | Drosophila S2 Gal4-RORgamma UAS-luciferase reporter, 20 h | 310,000 tested, 5.4% active; further: potency means the concentration at half of the fitted maximal effect; on the % scale 0 is the no-effect control and ±100 the full control effect; nearly all actives have a fitted effect of over 60% in size
Target sequence (P51450 whole entry, looked up, the tested form may be a part): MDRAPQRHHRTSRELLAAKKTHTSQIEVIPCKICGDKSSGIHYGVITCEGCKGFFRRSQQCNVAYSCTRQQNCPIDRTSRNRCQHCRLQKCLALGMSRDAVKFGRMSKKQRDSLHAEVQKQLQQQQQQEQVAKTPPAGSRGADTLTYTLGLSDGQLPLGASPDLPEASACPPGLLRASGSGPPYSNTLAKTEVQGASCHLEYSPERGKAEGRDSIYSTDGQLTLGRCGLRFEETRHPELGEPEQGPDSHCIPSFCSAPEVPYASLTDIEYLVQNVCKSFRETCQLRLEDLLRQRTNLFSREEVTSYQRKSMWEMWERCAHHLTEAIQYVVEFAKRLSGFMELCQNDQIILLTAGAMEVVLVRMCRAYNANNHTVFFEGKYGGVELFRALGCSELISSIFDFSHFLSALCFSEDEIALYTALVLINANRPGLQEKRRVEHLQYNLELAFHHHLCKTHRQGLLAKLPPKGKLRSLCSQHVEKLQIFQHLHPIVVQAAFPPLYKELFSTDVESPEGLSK
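Read-out: Photinus luciferase luminescence; inhibitors lower reporter signal. Insect Schneider cells with Gal4-ROR gamma fusion under metallothionein promoter, UAS reporter; 700 uM final copper sulfate induction, 20 hr, ambient temperature.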
BRCA1 expr up: BRCA1 expression activation; MCF7-BRCA1-FFLuc reporter, luminescence, 48 h; response scale: scaled: vehicle 0%, 10 µM genistein 100%; Potency, µM (top dose mostly 46.1 µM), for inactives: at the top dose activation, actives largely listed as activators; 380,000 tested, 1.1% active; further: potency means the concentration at half of the fitted maximal effect; nearly all actives have a fitted effect of over 80% in size; some results filed as inactive show a strong effect at the top dose
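Quantitative HTS in MCF7 cells stably reporting BRCA1 expression via firefly luciferase. Compound treatment lasts 48 h at 37 °C in phenol-red free MEM. Activation is expressed relative to genistein at 10 microM and DMSO.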
Tb PFK block: T. brucei PFK enzyme inhibition. O15648. T. brucei PFK, ADP-Glo luminescence. Potency, µM (doses to about 57.5 µM), inactives show at the top dose activity, negative = inhibition, most hits filed as inhibitors. 330,000 tested, 0.17% active. AID 485367;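 further: potency means the concentration at half of the fitted maximal effect; 0% = uninhibited 1x PFK enzyme wells and -100% = no-enzyme wells; nearly all actives have a fitted effect of over 60% in size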
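ADP-Glo luminescence quantified ADP after 45 min at room temperature, with 1.25 nM T. brucei PFK, 0.1 mM ATP and 0.5 mM fructose-6-phosphate in pH 8.0 TEA buffer. qHTS titrations up to 57 µM; curves classified by quality.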
NPC1 promoter act: activates the NPC1 promoter | Huh7 NPC1 promoter luciferase reporter, 24 h | Potency, µM (highest dose often 9.22 µM), for the others: at the top dose activation, most hits filed as activators | 320,000 tested, 2.4% active;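 further: potency means the concentration at half of the fitted maximal effect; % of control where 0% means no effect; nearly all actives have a fitted effect of over 60% in size; reporter is driven by a mutant NPC1 promoter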
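Cells: Huh7 expressing luciferase under the NPC1 promoter, 1500/well. Seeded 2 h, compound added, incubated 24 h at 37 °C. Luciferase reagent, 10 min ambient, then luminescence.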
ELG1 DNA repair: ELG1-dependent DNA repair inhibition; HEK293T ELG1-luciferase reporter, luminescence, 16 h; DNA damage induced by 5-fluorouridine; Potency, µM (top dose mostly 46.1 µM), for the others: top-dose activity change, negative = inhibition, most hits filed as inhibitors; 330,000 tested, 2.3% active; further: potency means the concentration at half of the fitted maximal effect; on the % scale 0 is the no-effect control and ±100 the full control effect; nearly all actives have a fitted effect of over 55% in size
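Overnight (16 hr) co-exposure of 2,000 cells/well to 5-fluorouridine and compound at 37 °C preceded detection. Luciferase was quantified via ONE-Glo luminescence; loss of signal denotes inhibition.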
FLuc counter: counter-screen for miR-21 project: firefly luciferase inhibitors or activators; P08659; purified FLuc, Km substrates, luminescence inhibition; Potency, µM (highest dose often 57.5 µM), without a hit: at the top dose activity change, negative = inhibition, usual class: inhibitors; 360,000 tested, 6.9% active;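 further: potency means the concentration at half of the fitted maximal effect; plate controls were vehicle for no effect and reference inhibitor for full effect; nearly all actives have a fitted effect of over 55% in size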
Target sequence (P08659 whole entry, looked up): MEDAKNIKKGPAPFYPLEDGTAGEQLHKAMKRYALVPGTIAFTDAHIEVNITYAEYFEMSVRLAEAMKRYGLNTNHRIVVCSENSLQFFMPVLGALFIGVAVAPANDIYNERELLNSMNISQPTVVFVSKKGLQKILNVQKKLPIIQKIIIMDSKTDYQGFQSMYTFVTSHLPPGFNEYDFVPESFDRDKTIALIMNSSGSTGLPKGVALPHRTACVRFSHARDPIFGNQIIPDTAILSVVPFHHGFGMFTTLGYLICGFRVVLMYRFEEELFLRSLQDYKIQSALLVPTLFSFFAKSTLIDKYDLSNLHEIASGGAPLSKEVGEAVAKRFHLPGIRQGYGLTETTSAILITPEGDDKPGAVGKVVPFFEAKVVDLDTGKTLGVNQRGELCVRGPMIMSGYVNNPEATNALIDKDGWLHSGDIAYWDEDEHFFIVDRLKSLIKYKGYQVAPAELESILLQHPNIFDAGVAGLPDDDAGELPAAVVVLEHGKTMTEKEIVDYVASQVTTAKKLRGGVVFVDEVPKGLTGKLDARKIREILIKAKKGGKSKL
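Purified P. pyralis luciferase (10nM final) with 10uM D-luciferin and 10uM ATP (Km levels) in 50mM Tris acetate pH 7.5, 10mM Mg acetate, 0.01% Tween-20, 0.05% BSA; qHTS 6-point titration, ~60 µM downward; luminescence read.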
Gal4-VP16 FLuc: counter-screen for ROR gamma inhibitors: Gal4-VP16 reporter; AID 2546; Drosophila S2 Gal4-VP16 UAS-luciferase, luminescence, 20 h; 310,000 tested, 3.5% active; Potency, µM (series often up to 53.6 µM), for the others: at the top dose activity, negative = inhibition, usual class: inhibitors;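 further: Gal4-VP16 expression switched on by copper sulfate through the metallothionein promoter; potency means the concentration at half of the fitted maximal effect; on the % scale 0 is the no-effect control and ±100 the full control effect; nearly all actives have a fitted effect of over 50% in size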
ELG1 genotox: genotoxicity induction in ELG1-luciferase HEK293T cells; 330,000 tested, 1.3% active; HEK293T ELG1-luciferase reporter, luminescence, 16 h; Potency, µM (top dose mostly 46 µM), inactives show at the top dose activity change, positive = activation, usual class: activators; further: potency means the concentration at half of the fitted maximal effect; % of control where 0% means no effect; nearly all actives have a fitted effect of over 60% in size
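ELG1-luciferase HEK293T cells, 2,000/well; compound pinned in; 16 hr, 37 °C, 5% CO2; ONE-Glo, 30 min RT; luminescence on CCD imager.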
p53 reactivator: re-activators of mutant p53 | Potency, µM (titrated, usually from 92.2 µM), without a hit: at the top dose activity change, positive = activation, hits mostly activators | H1299 p53-A138V BP100-luciferase reporter, luminescence, 24 h | AID 504706 | 320,000 tested, 0.063% active; further: potency means the concentration at half of the fitted maximal effect; % of control where 0% means no effect; nearly all actives have a fitted effect of over 45% in size
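p53-null H1299 cells stably carrying temperature-sensitive p53-A138V and a BP100-luciferase reporter were pinned with compounds (4-point, 1:5 series) and held 24 hrs at 37 deg C. Luminescence was read 10 min after detection reagent.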
TRPV1 agonist: activates the human vanilloid receptor TRPV1; TRPV1-expressing cells, Fluo-8 calcium influx, agonist mode; activation, % at 8.33 µM; 320,000 tested, 0.19% active; AID 540275; in the data active means activation above about 80%; inconclusive means between about 30% and that limit; further: 0% is about no effect
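Cells expressing TRPV1 were dye-loaded with Fluo-8 and read kinetically: 10 s baseline, 3 min after compound (agonist portion), then 2 min after EC20 capsaicin (allosteric enhancer portion). Calcium-bound dye fluorescence at 480/520 nm.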
Rab9 promoter act: activators of Rab9 promoter; AID 485297; Huh7 Rab9 promoter-luciferase reporter, luminescence, 24 h; Potency, µM (top dose mostly 9.22 µM), for the others: at the top dose activation, negative = inhibition, actives largely listed as activators; 320,000 tested, 2.8% active; further: potency means the concentration at half of the fitted maximal effect; % of control where 0% means no effect; nearly all actives have a fitted effect of over 60% in size
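Rab9 promoter-driven luciferase in stably transfected Huh7 cells; 1500 cells/well rested 2 h, exposed to compound in DMSO for 24 h at 37 °C, 5% CO2. Luminescence read 10 min after adding luciferase reagent at ambient temperature.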
Active calls of the source: *; ? = inconclusive; · = not tested or not shown; [ ] = remark or other dose. Unless noted, the call rests on the fitted dose curve; in most records, active means well fitted curve in the direction sought with a large enough effect; inconclusive means small, poorly fitted or top-dose-only effect, or another doubt; inactive means no such curve, though single readings can be large; an effect the other way counts as inactive or inconclusive. No enrichment for hits; 15% or so of the library scored in one or more.

SMILES | RORg inh | BRCA1 expr up | Tb PFK block | NPC1 promoter act | ELG1 DNA repair | FLuc counter | Gal4-VP16 FLuc | ELG1 genotox | p53 reactivator | TRPV1 agonist | Rab9 promoter act
O=C(Cc1cccs1)NCCS(=O)(=O)N1CCN(c2cccc(Cl)c2)CC1 | · | -29.9% | ? | 2.8% | -11.8% | 7.7% | · | -12.6% | 0.2% | 22.3 | -2.4%
COCCNC(=O)c1cc(-c2ccc(-c3ccccc3)cc2)nc2ccccc12 | 7.1% | 114.5% | -0.9% | -0.4% | 12.6% | -0.5% | -3.7% | -13.8% | 4.8% | -0.3 | 12.4%
CSc1ccccc1OCc1cc(C(=O)NCc2cnc(C)cn2)no1 | 17.5% | -3.1% | -10.5% | 4.0% | -5.2% | 1.1% | 1.8% | -2.1% | -22.8% | 11.4 | -0.2%
Cc1[nH]c(C)c(S(=O)(=O)NCc2ccc(F)cc2)c1C(=O)N1CCCC1 | 4.6% | 7.2% | -9.1% | -1.2% | 8.8% | 4.2% | -16.6% | 0.7% | -7.8% | 0.3 | -1.6%
O=C(Nc1ccc(S(=O)(=O)N2CCc3ccccc32)cc1)c1ccc2c(c1)OCO2 | ? | -59.5% | 11.8% | 6.0% | ? | -13.2% | 0.7%[0.365 µM] | 23.1µM* | 2.2% | ? | -11.0%
Cc1ccccc1S(=O)(=O)Cc1ccc(C(=O)NCCCN2CCN(C)CC2)o1 | 13.1% | 7.0% | -9.6% | 0.9% | 8.2% | -8.4% | ? | -4.0% | -18.1% | 4.3 | -6.0%
COc1ccccc1CNC(=O)C1CCCN(S(=O)(=O)c2ccc3c(c2)CC(C)N3C(C)=O)C1 (centres undefined) | -0.4% | -16.2% | -0.7% | -2.5% | -14.4% | 1.7% | -11.1% | -8.0%[9.26 µM] | -0.3% | -0.2 | -2.8%
S=c1[nH]nc(Cc2cccc3ccccc23)o1 | -10.5% | -17.3% | 10.1% | -0.2% | -2.9% | 1.8% | -4.7% | -1.5% | -7.2% | -3.5 | -6.5%
CC(C)=CC(=O)OCC(=O)Nc1cc([N+](=O)[O-])ccc1F | 1.5% | -12.6% | -1.5% | -2.1% | 7.2% | 4.0% | -1.0% | -0.7% | 15.8% | 2.1 | -4.3%
CN(C)c1cc[n+](CC(=O)Nc2ccc(Cl)c([N+](=O)[O-])c2)cc1 | -2.7%[1.91 µM] | -0.1% | -22.2% | -14.6% | 8.9% | 7.3% | -17.2% | -9.1% | · | -6.4 | -3.7%
C=CCn1c(SCC(=O)N2CCOCC2)nc2scc(-c3ccco3)c2c1=O | ? | 18.4% | ? | 0.1% | ? | -14.3% | ? | 1.7% | -5.8% | -0.7 | 1.9%
COc1cc2c(cc1OC)C(c1ccc([N+](=O)[O-])cc1)NCC2 (centres undefined) | -33.7% | 0.4% | -1.7% | -3.7% | -16.4% | 3.4% | -7.6% | 0.0% | -7.7% | 1.4 | 0.7%
CCOC(=O)c1c(C)n(C)c2c1cc(OC(C)=O)c1ccccc12 | 14.6% | -29.6% | -1.2% | 17.8% | -4.5% | 0.9% | -6.0% | -2.0% | 1.1% | 18.6 | 3.7%
CCC(=O)Nc1ccc(NC(=O)CSc2nc3cc4c(cc3cc2C)CCC4)cc1 | -27.2% | 3.5% | -0.1% | -1.0% | ? | -0.5% | 0.0% | 1.9% | -10.3% | 1.5 | -1.3%
CCN(CC)S(=O)(=O)c1ccc(C(=O)Nc2cccc(C)c2)cc1 | 16.8% | 50.8% | -0.7% | 2.5% | ? | ? | -24.7% | 5.1% | 4.1% | 0.6 | -2.4%
Cc1ccc2[nH]c(=O)c(C3=NN(C(=O)CCC(=O)O)C(c4cccs4)C3)c(-c3ccccc3)c2c1 (centres undefined) | 20.9% | -6.7% | -3.0% | -2.5% | 13.6% | -3.8% | 1.1% | 3.2% | -1.6% | -1.6 | -4.0%
O=c1c2c3c(sc2nc2sc(CN4CCOCC4)cn12)CCCC3 | -40.4%[0.365 µM] | 56.7% | -6.5% | 4.47µM* | ? | -5.4% | · | ? | -2.9% | 1.1 | ?
COc1cccc(-n2nnc3c(=O)n(Cc4cccc(C)c4)cnc32)c1 | 3.8% | 17.2% | -0.1% | -0.4% | 5.8% | -0.4% | -1.5% | ? | -1.2% | 26.1 | -7.9%
O=C1C2C3C=CC(CC3)C2C(=O)N1c1nccs1 (centres undefined) | 13.5% | 1.8% | ? | -4.7% | 0.8% | 2.8% | -6.4% | -1.0% | -1.1% | -2.5 | -8.3%
Cc1ccc(S(=O)(=O)N2CCN(Cc3ccco3)CC2)cc1C | 3.0% | -0.8% | 0.7% | -2.1% | 16.1% | -2.9% | 0.0% | -4.7% | -3.9% | 13.7 | 3.7%
C=CCNC1=C(Cl)C(=O)c2ccccc2C1=O | 12.6µM* | -96.8%[inhibitor] | 1.4% | -0.2% | 10.4% | -16.2% | ? | -0.1% | -8.7% | -2.5 | -15.0%
CCOc1ccc2nc(NC(=O)COC)sc2c1 | -25.7% | ? | 2.3% | 2µM* | ? | 5.36µM* | ? | 2µM* | ? | 2.7 | 1.26µM*
CSc1nnc([C@H](C)NC(=O)OC(C)(C)C)o1 | 5.5% | -0.6% | -1.3% | -7.8% | -2.0% | 2.9% | -0.9% | -0.7% | -0.3% | 0.1 | 1.2%
CCn1c(O)c(C=Nc2ccccc2)n(-c2ccccc2)c1=S | ? | -47.0% | -3.8% | -14.4% | 12.4% | -0.5% | ? | 1.0% | 3.4% | 2.4 | -18.1%
O=C(C(=O)N1CCc2ccccc2C1)c1cn(CC(=O)N2CCCC2)c2ccccc12 | ? | -2.7% | 1.2% | -1.3% | 7.5% | -8.9% | -5.6% | -0.1% | 0.8% | -4.6 | 0.6%
C=C(C)c1cccc(C(C)(C)NC(=O)Nc2cc(C)ccc2OC)c1 | 0.4% | -5.1% | 0.7% | 0.1% | 1.1% | -0.9% | -0.8% | -4.8% | -4.7% | 7.2 | 4.0%
COc1cccc(Nc2c(F)c(OC)c(F)c(F)c2C(=O)O)c1 | -14.3% | 0.7% | -1.1% | -1.8% | 6.9% | -5.4% | -1.2% | -6.1% | -3.5% | 5.8 | 1.6%
CC(=O)N1c2ccc(S(=O)(=O)N3CCC(C(=O)N4CCN(c5ccccc5)CC4)CC3)cc2CC1C (centres undefined) | 17.1% | -14.6% | 0.8% | 0.0% | -10.6% | 1.4% | 4.7% | -6.5% | -3.2% | -0.6 | -1.3%
CCOc1ccc(/C=N/Nc2ccccn2)cc1OC | 10µM* | 11.2µM* | 4.3% | ? | ? | 5.36µM* | ? | 20.6µM* | -0.4% | -0.2 | 2.82µM*
O=C(Nc1ccc(S(=O)(=O)Nc2ncccn2)cc1)c1ccccc1NS(=O)(=O)c1ccc(Cl)cc1 | 0.3% | 7.9% | 3.4% | -6.9% | -7.7% | -16.1% | -0.6% | -0.8% | 2.0% | 0.0 | -5.1%
CCOC(=O)N1CCC(NC(=O)c2ccc3c(c2)N=C(CC)c2cc(C)ccc2S3)CC1 | ? | -45.1% | 0.1% | -23.8% | ? | 5.1% | -0.6% | -2.3% | ? | 0.3 | -7.1%
COC(=O)c1ccccc1NC(=O)CSc1ncccn1 | -0.7% | -0.6% | 8.8% | 0.0% | 15.6% | 6.7% | 1.6% | 1.6% | -2.4% | 5.6 | -1.5%
COc1cc(SC)ccc1C(=O)Nc1ccc(Cl)cn1 | 7.94µM* | 2.5% | -1.8% | 0.891µM* | ? | 0.0757µM* | 8.91µM* | ? | -8.5% | 1.5 | 0.891µM*
CCOC(=O)Nc1cccc(OCC(=O)Nc2ccccc2OC)c1 | 6.0% | -6.9% | -1.3% | 2.4% | ? | ? | -6.3% | -7.5% | -5.6% | 9.2 | -4.4%
Nc1c(C=C2C=CC(=O)C=C2)c(=O)nc2sc(CC(=O)N3CCCCC3)nn12 | 2.1% | 13.8% | 0.7% | -4.3% | 14.3% | 1.3% | -3.5% | -0.3% | 0.6% | -1.7 | -0.7%
COc1ccc(-c2nc3cc(C)ccn3c2NC(=O)c2c(F)cccc2Cl)cc1 | -2.6% | 8.7% | -1.8% | 0.4% | -6.3% | 5.3% | 0.6% | -2.2% | 4.9% | 21.6 | -5.1%
C[C@@H]1C=CC(=O)O[C@@H]1c1ccc(C(F)(F)F)cc1 | ? | · | -3.4% | -26.0% | ? | -2.3% | 2.8% | 10.4% | 21.4% | 4.5 | -27.9%
COc1ccc(-c2csc(/C(C#N)=C\c3ccc(O)c([N+](=O)[O-])c3)n2)cc1OC | -7.2% | 0.0% | -7.4% | 7.3% | 14.6µM* | 15.1µM* | 1.8% | -6.3% | -1.7% | · | -1.1%
